High-throughput results from PubChem.
NCI-60 one-dose screen, 48 h, at 10 µM unless noted. Numbers give growth in % (100 = growth as untreated, 0 = no growth, -100 = all killed).
KM12: KM12 colon cancer cells; 82,000 compounds, 5% hits
COLO 205: COLO 205 colon cancer; 79,000 compounds, 7.3% hits; AID 1794742
SNB-19: SNB-19 CNS cancer cells | 81,000 compounds, 2.5% hits
HT29: HT29 colon cancer | 81,000 compounds, 7.4% hits
SNB-75: SNB-75 CNS cancer; 79,000 compounds, 5% hits
HCT-15: HCT-15 colon cancer; 82,000 compounds, 5.2% hits; AID 1794746
SW-620: SW-620 colon cancer; 82,000 compounds, 5.2% hits; AID 1794795
HCC-2998: HCC-2998 colon cancer; 79,000 compounds, 4.7% hits; AID 1794799
HCT-116: HCT-116 colon cancer; 82,000 compounds, 7.3% hits; AID 1794798
The depositor's hits bear a star; . = not tested or not shown. Rule for the calls: active = growth percent below 10; inactive = the rest.

SMILES	KM12	COLO 205	SNB-19	HT29	SNB-75	HCT-15	SW-620	HCC-2998	HCT-116
COc1cc2oc(C(=O)N[C@@H](Cc3ccccc3)C(=O)C(=O)NCc3ccccc3)c(C)c(=O)c2cc1OC	100	111	96	106	.	99	107	106	97
COc1ccc(C(=O)Cn2cc(CNC(=O)c3ccc4ccc5ccc(C(=O)NCc6cn(CC(=O)c7ccc(OC)c(OC)c7)nn6)nc5c4n3)nn2)cc1OC	109	110	96	97	92	100	100	97	22
O=Cc1ccc2cc1OCC#C/C=C\C#CCO2	122	.	95	99	96	95	114	115	102
C(=C\c1ccccn1)/c1ccccc1	101	102	117	80	101	105	106	93	88
OCCCCC1COCO1 (centres undefined)	109	123	107	110	88	111	105	108	108
CC(C)=C1C=C2CC[C@@H]3[C@](C)(CCC[C@@]3(C)C(=O)O)[C@H]2CC1	101	107	98	108	93	98	102	.	107
Cc1ccc(-c2cc(-c3cnn(-c4ccccc4)n3)nc(N)n2)cc1	93	113	100	100	99	102	100	104	109
O=C(O)[C@@H]1c2ccccc2C(=O)N(c2ccccc2)[C@H]1c1ccc(I)cc1	60	47	87	67	74	84	88	.	52
COC(=O)/C=C(\C)Nc1cc(OC)ccc1OC	98	103	106	100	84	105	111	102	97
O=C(COc1ccc(Cl)cc1Cl)Oc1coc(CSc2nc3ccccc3s2)cc1=O	110	114	103	114	112	103	21	.	105
CC(=O)C1CCC2C3CCC4=CC(=O)CCC4(C)C3C(O)CC12C (centres undefined)	104	109	107	112	90	111	103	106	100
COc1ccc(C2CCN(CC(=O)Nn3c(COc4ccccc4)nc4ccccc4c3=O)CC2)cc1	99	109	95	100	74	100	100	102	101
CCc1cc2c(=O)c(-c3nc4ccccc4s3)coc2c(CN2CCCCC2)c1O	92	111	86	93	85	92	106	99	82
CCOC(=O)c1c2ncccc2n2c(=O)n(-c3ccccc3OC)nnc12	104	105	98	95	75	102	97	93	92
COc1cc2oc(-c3cccc(N)c3)cc(=O)c2c(OC)c1OC	103	126	98	109	98	101	112	110	111
CC[C@]12C=CCN3CC[C@@]4(c5ccc(OC)cc5N(C)[C@H]4[C@@](O)(C(=O)OC)[C@@H]1OC(=O)CCCN[C@@H](Cc1c[nH]c4ccccc14)C(=O)OC)[C@@H]32	96	.	73	68	28	85	94	101	73
C=CCNS(=O)(=O)Cc1cc(-c2ccc(C)cc2)no1	103	111	97	101	95	105	98	101	103
CSc1nc(C)c(C(=O)CCN2CCN(c3ccccn3)CC2)s1	106	.	96	102	103	97	100	106	105
COc1ccc(Cn2ccc3c2-c2oncc2CC3)cc1	104	118	95	110	88	96	99	97	91
CCNc1nnc(-c2cc3c([nH]c4ccccc43)c(-c3cccc(O)c3)n2)o1	70	107	84	100	95	82	91	101	78
COc1ccc(C2CC(n3ccnc3)c3cc(OC)c(OC)c(OC)c32)cc1O (centres undefined)	51	107	94	102	90	60	62	99	81
CNc1nc(NC)nc(NC)n1	104	117	110	111	86	107	113	106	106
COc1ccc(-c2onc(NC(C)=O)c2-c2ccc(OC)cc2)cc1	100	104	107	98	93	97	112	108	101
CCCCCCCCC(=O)Oc1ccc(/C(=C(/C)Cc2cccc(OCC)c2)c2ccc(OCCN(C)C)cc2)cc1	110	110	102	102	90	96	96	106	94
O=C(CCN1CCCCC1)c1cccc(Cl)c1	112	113	104	102	88	102	107	98	105
OC(CBr)c1c(Cl)ccc2ccccc12 (centres undefined)	103	105	100	110	85	102	103	99	103
Cn1cnc2ncnc(Oc3ccc(Br)cc3)c21	110	101	116	110	93	95	100	.	105
COc1ccc(/C=C/C(=C/c2c(O)[nH]c3cc(Br)ccc23)N=O)cc1	97	126	109	114	113	113	113	121	100
Nc1nc2c(s1)CN(Cc1ccccc1)CC2	103	109	99	104	88	108	96	119	99
COc1ccc2cc(C(=O)c3cn(-c4ccc(C)cc4)nc3C(C)=O)ccc2c1	67	85	81	57	68	64	73	88	59
CCNCCNc1cc(C2CCCCC2)c(C#N)c2nc3ccccc3n12	39	-53*	43	-50*	-26*	17	7.6*	14	-4.2*
COc1ccc([C@H]2[C@@H](F)C(=O)N2c2cc(OC)c(OC)c(OC)c2)cc1F	11	-68*	34	3.7*	51	14	29	33	5.6*
COc1ccc2cc([C@H](C)C(=O)OC3CC(C)(C)N([O])C(C)(C)C3)ccc2c1	107	113	98	94	91	96	99	.	90
Clc1ccc(C=NCCCN=Cc2ccc(Cl)cc2)cc1	108	110	108	111	89	103	100	103	109
COc1cc(-c2cc(-c3ccc(Nc4nc(Nc5ccccc5)nc(Nc5ccc(Cl)cc5)n4)cc3)nc(N)n2)cc(OC)c1OC	52	77	80	52	56	62	87	58	35
CCC(O)(CC(=O)O)c1ccccc1 (centres undefined)	102	107	101	113	97	96	103	98	97
O=c1nc(NO)[nH]c(=O)n1Cc1ccccc1	105	128	.	103	93	101	108	106	105
CCOC(=O)c1cc([N+](=O)[O-])cc([N+](=O)[O-])c1	97	122	106	110	.	104	110	107	101
O=C(C1CC1)C1CC1	101	111	105	101	87	105	104	104	100
CCOC(=O)c1ccccc1NC(c1ccccc1)c1ccc2cccnc2c1O (centres undefined)	30	16	31	39	53	23	37	52	27
CC12CCC3C4(C)COC(c5ccc(F)cc5)OC4CCC3(C)C1CC(C1=CCOC1=O)O2 (centres undefined)	85	99	89	98	108	90	102	100	76
C/C(=N\N=C\c1ccc(O)cc1)c1nnn(-c2ccc([N+](=O)[O-])cc2)c1C	90	116	95	108	106	82	103	109	98
O=c1n(CCCn2cnn(-c3ccccc3)c2=O)cnn1-c1ccccc1	105	.	99	107	77	100	100	118	99
COc1ccc2c(c1)c(/C=N/Nc1ccc3ccccc3n1)cn2C	-67*	-83*	71	-67*	.	-45*	-67*	-60*	-100*
CCOc1ccc2nc(C)cc(C)c2c1	107	107	106	107	109	107	104	111	102
O=C(NNc1ccccc1)c1ccccc1Cl	67	101	92	87	86	76	70	103	94
O=c1[nH]c2ccccc2cc1CSc1ccccc1Nc1nccc(-c2ccc(Cl)cc2)n1	100	125	99	109	72	101	101	114	100
COc1cc(C2CC(c3cccc(Nc4ccncc4)c3)=Nc3c(N)ncnc3N2)cc(OC)c1OC (centres undefined)	69	97	94	98	84	88	91	95	88
CS(=O)(=O)c1ccc(-n2cc(/C=C/C(=O)c3ccc(NC(=O)CO[N+](=O)[O-])cc3)c(-c3ccc(Br)cc3)n2)cc1	99	107	103	106	112	103	104	113	99
COc1cc2c3c(n(CCCN4CCCCC4)c(=O)c2cc1OC)-c1cc2c(cc1C3=O)OCO2	-85*	-89*	-72*	-97*	-85*	-84*	-93*	-87*	-72*
CCCOCOCCC	118	108	105	105	101	101	94	90	102
COc1cc(/C=C\c2cc(/C=C\c3ccc(O)c(OC)c3)n(C(=O)CNc3ccccc3OC)n2)ccc1O	46	107	71	109	62	56	36	112	.
Cc1ccc2oc(=O)cc(C3=NCCc4c3[nH]c3ccccc43)c2c1	88	107	89	82	74	77	91	113	67
CCCCCC(=O)OCCC1CCCCC1	101	101	112	101	89	107	98	99	90
NC(=NC1CCCCC1)NC1CCCCC1	103	.	96	102	78	107	102	87	91
COc1cc(C2CC(c3ccc(N4CCOCC4)cc3)=NN2c2nc(-c3ccc(F)cc3)c(C#N)c(N3CCOCC3)n2)cc(OC)c1OC (centres undefined)	106	84	102	106	90	93	106	106	96
COC(=O)CC1CSC(=S)N1c1cccc(F)c1 (centres undefined)	104	104	98	105	87	93	97	96	97
COc1ccc(C(=O)/C=C/c2cc(OC)c(OC)c(OC)c2)cc1S(=O)(=O)NNC(=O)c1ccncc1	87	111	98	109	89	97	96	114	85
CCCC(=O)NNc1[nH]c(-c2cc(OC)c(OC)c(OC)c2)cc1C(=O)OCC	125	34	110	114	114	116	109	95	93
O=C(Nc1ccc(/C=C2\SC(=O)N(Cc3ccc(OC(F)(F)F)cc3)C2=O)cc1)c1ccc(Cl)c([N+](=O)[O-])c1	53	55	37	11	85	73	2.1*	97	68

Complete entries as entered above. Values in the order: KM12, COLO 205, SNB-19, HT29, SNB-75, HCT-15, SW-620, HCC-2998, HCT-116
Shown for `COc1ccc2c(c1)c(/C=N/Nc1ccc3ccccc3n1)cn2C` = -67*, -83*, 71, -67*, ., -45*, -67*, -60*, -100*
Shown for `C/C(=N\N=C\c1ccc(O)cc1)c1nnn(-c2ccc([N+](=O)[O-])cc2)c1C` = 90, 116, 95, 108, 106, 82, 103, 109, 98
Shown for `O=c1n(CCCn2cnn(-c3ccccc3)c2=O)cnn1-c1ccccc1` = 105, ., 99, 107, 77, 100, 100, 118, 99
Shown for `COc1cc(C2CC(c3ccc(N4CCOCC4)cc3)=NN2c2nc(-c3ccc(F)cc3)c(C#N)c(N3CCOCC3)n2)cc(OC)c1OC` (centres undefined) = 106, 84, 102, 106, 90, 93, 106, 106, 96
Shown for `CCOc1ccc2nc(C)cc(C)c2c1` = 107, 107, 106, 107, 109, 107, 104, 111, 102

Additional compounds:
SMILES	KM12	COLO 205	SNB-19	HT29	SNB-75	HCT-15	SW-620	HCC-2998	HCT-116
C1=Cc2ccccc2Nc2ccccc21	105	114	96	98	67	104	97	107	76
CCCCC[n+]1ccc(SCC(=O)N(C)c2ccc(OC(F)(F)F)cc2)c2ccccc21	97	103	97	108	126	92	95	90	83
CC(C)C(=O)N(C(C)C)C(C)C	110	108	105	106	98	109	104	108	105
N#Cc1ccc(NC(=O)N(CCCl)N=O)cc1	102	103	100	99	88	95	104	105	91
Cc1ccc(NC(=O)c2ccc3c(c2)nc(-c2cc4ccccc4[nH]c2=O)n3-c2cc(C(C)(C)C)[nH]n2)cc1	62	106	82	95	.	70	91	105	58
Cc1cccnc1NC(=O)CNC(=O)C(C)c1ccc(CC(C)C)cc1 (centres undefined)	107	109	.	109	93	112	103	105	101
O=C(N=C(c1ccccc1)c1ccccc1)c1cccc(C(=O)N=C(c2ccccc2)c2ccccc2)c1	109	115	116	109	99	103	99	113	110
CC(=O)Nc1ccc(C(=O)NC(=S)Nc2ccc(C(=O)NO)cc2)cc1	97	141	95	113	88	103	103	117	98
CC[C@H](CO)Nc1nc(NCc2ccccc2)n2ncc(C(C)C)c2n1	1.4*	-27*	.	3.1*	-73*	2.4*	2.0*	-28*	14
COc1cccc(-c2ccc3c(c2)C2CCN(Cc4ccccc4)C3C2)c1 (centres undefined)	57	79	90	37	77	58	54	84	58
COc1ccc(C(=O)Nc2ccccc2C2=NCC(CO)O2)cc1 (centres undefined)	91	111	99	89	101	96	103	99	109
CC(CC1c2ccccc2CCc2ccccc21)CN(C)C (centres undefined)	101	79	98	71	64	95	102	99	85
CC(C)OC(=O)Nc1cc(C(F)(F)F)ccc1F	101	102	99	112	96	102	97	108	106
COc1ccc(/C=C/c2nc3ccc(NC(C)=O)cc3s2)cc1	99	113	96	91	116	100	107	.	103
Cc1ccc(-c2csc(/N=C3\C(=O)Nc4ccccc43)n2)cc1	15	-16*	23	-8.7*	55	32	19	6.3*	4.6*
Clc1nnc2c3ccccc3ccn12	109	103	110	113	82	100	97	115	103
COc1ccc2c3c([nH]c2c1)C(=O)c1nc(C)ccc1C3=O	37	63	46	75	-4.2*	22	43	.	30
COc1ccc(-c2cc(-c3ccc4c(c3)Sc3ccccc3N4C)c(C#N)c(N)n2)cc1OC	84	95	96	82	87	64	90	101	77
CC1=NN(c2nc(-c3ccccc3)c(C#N)c(=O)n2C)C(=O)C1N=Nc1c(C)n(C)n(-c2ccccc2)c1=O (centres undefined)	128	113	95	113	81	82	82	87	95
COC(=O)C1CCC[N+](C)(C)C1 (centres undefined)	100	103	101	103	98	100	104	107	97
CCOC(=O)c1nc2cc(C#N)ccn2c1C(=O)c1ccc(Br)cc1	105	110	106	102	99	101	112	100	100
COC1=CC(=C2C=C(OC)C(=O)C(OC)=C2)C=C(OC)C1=O	43	99	69	87	80	68	.	71	58
CCN(CC)CC(CC)(c1ccccc1)C1(O)CCCC1 (centres undefined)	106	112	112	108	103	107	106	109	104
O=S1(=O)N=C2Oc3ccccc3N2c2ccncc21	100	115	105	93	85	97	105	91	101
CN(c1ccccc1)S(=O)(=O)c1ccc2ccccc2c1	68	103	92	86	88	89	94	97	88
O=C(Cc1ccc(/C=C/C(=O)c2ccccc2O)cc1)Nc1ccccc1	76	97	80	89	86	71	87	95	65
Nc1ncnc2sc(-c3cccs3)c(-c3ccccc3)c12	17	82	102	65	.	79	95	102	81
O=C(/C=C/c1ccccc1Cl)Nc1ncc(Cc2cc(Cl)ccc2Cl)s1	22	5.4*	21	-18*	1.1*	22	14	58	17
O=[N+]([O-])c1ccc2nc(CCl)[nH]c2c1	84	97	81	86	72	89	65	109	89
CCN(CC)CCCC(C)NCc1ccccc1 (centres undefined)	97	.	101	83	100	101	105	100	91
COc1ccc(-c2c(C(C)=O)c(C)n(-c3ccccc3)c2Cc2ccccc2)cc1OC	86	101	66	90	81	82	90	90	75

Three entries already listed, ordered by number of heavy atoms, descending.
SMILES	KM12	COLO 205	SNB-19	HT29	SNB-75	HCT-15	SW-620	HCC-2998	HCT-116
O=C(/C=C/c1ccccc1Cl)Nc1ncc(Cc2cc(Cl)ccc2Cl)s1	22	5.4*	21	-18*	1.1*	22	14	58	17
COC1=CC(=C2C=C(OC)C(=O)C(OC)=C2)C=C(OC)C1=O	43	99	69	87	80	68	.	71	58
CCN(CC)CC(CC)(c1ccccc1)C1(O)CCCC1 (centres undefined)	106	112	112	108	103	107	106	109	104

Not a hit list. Share with any hit: about 10%.
